NPR2 activator – GC-B (human) receptor activation; P20594; HEK293-GC-B cells, CNP EC30, cGMP TR-FRET; 0% at EC30 CNP, 100% saturating CNP; activation, % at 10 µM; 370,000 compounds, 0.11% hits; AID 1920062;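 active = activation at 10 µM reaching about 35% in either raw or pattern-adjusted values, limit read from the data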
rCAG RNA binder – molecules binding r(CAG) RNA repeats. r(CAG) RNA repeat, TO-PRO-1 dye displacement fluorescence. inhibition, % at 3 µM. 370,000 compounds, 1.3% hits. AID 651821;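 active = inhibition above the plate cutoff, the mean of all test compounds on that plate plus 3 SD, cut at about 35% in these data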;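 note: 0% = DMSO alone and 100% = 100 µM mitoxantrone as full dye displacement; higher means more dye released from RNA so lower well fluorescence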
mABHD4 FP – ABHD4 (mouse) inhibition, primary FP screen; Q8VD66; purified mABHD4, FP-Rh probe fluorescence polarization; inhibition, % at 8.92 µM; 370,000 compounds, 0.54% hits; AID 720543;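 active = inhibition exceeding the mean over every tested compound plus 3 SD, cut at about 30% in these data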;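 note: 0% = plate median of compound wells and 100% = S159A mutant with DMSO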
Target sequence (Q8VD66 whole entry, looked up): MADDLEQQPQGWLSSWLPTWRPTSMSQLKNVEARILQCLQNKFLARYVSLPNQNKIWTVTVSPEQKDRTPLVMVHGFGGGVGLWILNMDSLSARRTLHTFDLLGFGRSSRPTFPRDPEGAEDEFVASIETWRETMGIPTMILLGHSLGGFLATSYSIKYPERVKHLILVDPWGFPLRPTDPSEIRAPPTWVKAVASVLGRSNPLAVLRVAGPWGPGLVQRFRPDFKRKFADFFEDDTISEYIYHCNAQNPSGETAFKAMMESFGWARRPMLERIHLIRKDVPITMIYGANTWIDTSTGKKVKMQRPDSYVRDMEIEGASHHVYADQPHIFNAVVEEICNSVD
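Assay system: mABHD4 protein; medium: HEPES pH 7.0, NaCl, Pluronic buffer; dosing: 8.92 µM, single dose; schedule: 45 min + 60 min at 25 °C; signal: FP readout, ex 525 nm / em 598 nm; read-out: normalized percent inhibition of probe labeling; repeats: single replicate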
TCR-CD3 inh – blocks the human TCR-CD3 interaction; TAMRA-labeled TCR probe fluorescence, biochemical; inhibition, % at 9.4 µM; 360,000 compounds, 0.37% hits; in the data active = inhibition above about 19%;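 note: recombinant mutant TCR 2C K166C tagged with TAMRA read by polarization; 0% = receptor in buffer alone and 100% = receptor with positive control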
HTRA1 inhibitor – blocks human HTRA1 serine peptidase. Q92743. recombinant HTRA1, FP-rhodamine activity-based probe, fluorescence polarization. inhibition, % at 5.96 µM. 340,000 compounds, 0.5% hits. AID 504803; in the data active = inhibition above about 36%;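 note: 0% = enzyme with DMSO and 100% = wells lacking enzyme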
LEDGF integ inh – blocks HIV-1 LEDGF/p75-dependent DNA integration; 370,000 compounds, 0.64% hits; TR-FRET IN-LEDGF/p75 DNA integration, Eu/Cy5; inhibition, % at 3.7 µM;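 active = inhibition above the screen-wide mean plus 3 SD, cut at about 13% in these data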;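 note: signal is the Cy5 over europium emission ratio at 671 and 618 nm; 0% = plate median of compound wells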
SIAE inh – blocks human sialic acid acetylesterase | Q9HAT2 | SIAE FP-Rh probe binding, fluorescence polarization | inhibition, % at 9.66 µM | 370,000 compounds, 0.69% hits | AID 1053197;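 active = inhibition above a cutoff: mean of compounds within the control limits plus 3 SD of those, cut at about 17% in these data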;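 note: 0% = plate median of compound wells and 100% = probe without SIAE protein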
PRMT1 inh – inhibitors of human PRMT1. 370,000 compounds, 1.3% hits. Q99873. inhibition, % at 2.79 µM. AID 652257. recombinant PRMT1, activity-based probe fluorescence polarization;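 active = inhibition above about 21% made by adding two undisclosed values, limit read from the data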
Target sequence (Q99873 whole entry, looked up): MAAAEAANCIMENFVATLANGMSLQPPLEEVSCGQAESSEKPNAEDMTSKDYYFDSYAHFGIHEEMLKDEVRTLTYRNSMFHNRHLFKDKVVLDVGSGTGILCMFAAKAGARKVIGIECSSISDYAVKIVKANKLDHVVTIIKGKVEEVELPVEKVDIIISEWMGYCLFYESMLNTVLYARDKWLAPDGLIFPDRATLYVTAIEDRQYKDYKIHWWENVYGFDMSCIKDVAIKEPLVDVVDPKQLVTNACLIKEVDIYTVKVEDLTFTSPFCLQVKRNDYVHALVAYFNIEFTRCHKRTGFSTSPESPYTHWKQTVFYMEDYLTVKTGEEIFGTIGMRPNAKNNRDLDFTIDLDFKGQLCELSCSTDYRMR
TDP2 inh – TDP2 (human) inhibition, absorbance primary screen | recombinant TDP2, T5PNP hydrolysis, p-nitrophenol absorbance 415 nm | inhibition, % at 12.8 µM | 370,000 compounds, 0.34% hits | AID 720702;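 active = inhibition above the mean of all tested compounds plus 3 SD, set per campaign, cut at about 25% in these data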;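 note: 0% = DMSO with enzyme and 100% = buffer with substrate but no TDP2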
Target sequence (O95551 whole entry, looked up): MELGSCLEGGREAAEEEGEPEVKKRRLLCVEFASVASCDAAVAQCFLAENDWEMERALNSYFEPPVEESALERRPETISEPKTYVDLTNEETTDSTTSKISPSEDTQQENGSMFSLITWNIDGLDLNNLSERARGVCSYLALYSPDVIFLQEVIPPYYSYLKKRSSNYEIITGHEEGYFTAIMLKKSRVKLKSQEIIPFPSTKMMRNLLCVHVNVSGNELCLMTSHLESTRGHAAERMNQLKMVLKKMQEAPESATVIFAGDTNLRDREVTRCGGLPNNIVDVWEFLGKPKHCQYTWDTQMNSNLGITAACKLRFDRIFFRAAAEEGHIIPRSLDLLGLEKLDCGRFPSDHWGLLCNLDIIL
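Test system: human TDP2 enzyme; Input: 120 nM TDP2 per well; Buffer or medium: Mg2+-containing Tris-HCl buffer, pH 7.5; Reagent: 5 mM T5PNP; Dosing: 12.8 µM single point, 1% DMSO; Incubation: reaction 2 h, 37 °C; Detection: p-Nitrophenol epi absorbance; Read-out: % inhibition relative to enzyme-containing and enzyme-free wells; Replicates: single well per compound.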
MBD2 DNA inh – inhibitors of human MBD2 binding to methylated oligonucleotide; Q9UBB5; TR-FRET; inhibition, % at 4.4 µM; 370,000 compounds, 0.31% hits; AID 686964; in the data active = inhibition above about 13%
* marks the source's active call; other numbers are inactive results; nt = not tested or not shown.

SMILES	NPR2 activator	rCAG RNA binder	mABHD4 FP	TCR-CD3 inh	HTRA1 inhibitor	LEDGF integ inh	SIAE inh	PRMT1 inh	TDP2 inh	MBD2 DNA inh
CCN(C(=O)Nc1ccccc1OC)c1c(N)n(Cc2ccccc2)c(=O)[nH]c1=O	5	4	-4	-5	-4	0	0	0	-16	1
Cc1cc(F)ccc1NC(=O)C1CCCO1 (stereo unspecified)	3	-1	3	1	-1	-1	-2	2	-14	2
COc1ccc(-c2sc3ccccc3c2-c2ccc(OCCN3CCOCC3)cc2)cc1	-2	4	-1	-2	8	1	1	-3	15	2
Nc1c(-c2ccccc2)cnc2ncnn12	-5	-1	-1	2	4	-1	3	0	-1	2
O=C(c1ccco1)N1CCN(C(=S)NCc2ccc(F)cc2)CC1	0	-2	3	0	7	1	-1	-1	3	1
CCOc1ccc(CNC(=O)CN2C(=O)CSc3ccc(S(=O)(=O)N4CCOCC4)cc32)cc1OC	2	-1	0	2	4	-2	5	-2	-10	-6
CCN1CCN(c2ccc(N3CCN(C(=O)c4ccc(Br)o4)CC3)nn2)CC1	3	-5	-1	3	1	1	-1	-2	0	-2
CCCNC(=O)c1cnc(-c2ccccc2)nc1-c1ccccc1	2	-1	4	5	3	-2	-2	2	-4	5
N#CN1CCC(NS(=O)(=O)c2ccc(F)cc2)C1 (stereo unspecified)	0	nt	-2	nt	nt	-4	4	0	7	-1
OC(CNCc1ccc2c(c1)OCO2)COc1ccccc1 (stereo unspecified)	-1	-5	1	3	-2	-2	7	-5	5	0
CCN(CCNC(=O)C1CCCN(c2ncnc3c2nc2n3CCCCC2)C1)Cc1ccccc1 (stereo unspecified)	-6	-7	0	5	1	2	0	2	0	-2
N#Cc1cc(NC2CCCC2)c([N+](=O)[O-])cc1C#N	-8	-2	-7	4	2	-10	-2	1	-10	-7
O=C(COC(=O)c1c2c(nc3ccccc13)CCCC2)Nc1ccc2c(c1)OCO2	-1	11	1	-3	-18	0	-7	-3	-12	4
CCCN(Cc1nnc(-c2ccccc2Cl)o1)C(=O)c1cc(S(=O)(=O)N2CCOCC2)ccc1F	-1	-3	0	5	-9	0	0	-2	18	1
Cn1cc(C(=O)c2ccccc2)cc1-c1nc2ccccc2n1C	2	-4	2	-7	-4	1	6	2	4	8
COc1ccc(C(C(=O)NC2CCCC2)N(Cc2cccs2)C(=O)c2ccn[nH]2)cc1OC (stereo unspecified)	0	-5	-1	0	-5	-1	2	-1	7	3
Cc1cccc(C(=O)OCC(=O)NC(=O)c2ccccc2)c1O	-7	-1	3	-5	5	-1	-2	0	4	-1
CCOC(=O)C1=CN(Cc2cccc(F)c2)S(=O)(=O)N(CC)C1c1ccc(Br)cc1F (stereo unspecified)	-7	2	-11	4	1	12	-12	-4	-11	13
CC12CN3CC(C)(CN(C1)C3c1ccccc1)C2O (stereo unspecified)	-6	-1	-1	-5	1	1	-3	3	-9	1
COC(=O)c1ccc(NC(=O)c2cn(-c3cccc(C)n3)cn2)cc1	-2	0	-1	7	1	2	2	0	-7	-5
COc1ccc(S(=O)(=O)Nc2cc(Cl)ccc2OC)cc1	-14	5	-6	11	-18	-1	-6	-3	6	-5
COc1ccc2nc(/N=C(\N)NC(=O)N3c4ccccc4Sc4ccccc43)nc(C)c2c1	6	11	8	4	-14	-4	-2	-2	1	-2
COc1ccccc1NS(=O)(=O)c1ccc(C(=O)OCC(=O)NCc2ccco2)cc1	0	14	0	-8	-1	3	-4	12	0	6
Cc1oc2ccc(OCc3ccccc3F)cc2c1C(=O)O	-2	7	-2	-6	-7	-2	2	5	-5	2
COC(C(=O)Nc1ccnn1C1CCN(C(=O)c2ccc(C)cc2)CC1)c1ccccc1 (stereo unspecified)	2	2	2	3	2	3	-3	-4	2	0
COc1cc(C(=O)NCCOc2ccccc2C)cc(OC)c1OC	1	-2	-12	-4	5	-6	-9	14	-14	6
Cc1ccc(NC(=O)c2cc(=O)[nH]c3ccc(S(=O)(=O)N4CCOCC4)cc23)nc1	1	5	0	-10	8	-6	2	4	-9	4
CNc1c2cccc(C)c2nc2c(C(=O)NCCN(C)C)cccc12	-4	5	-4	3	0	8	6	4	-2	91*
CCCn1cnc2cc(NCc3cccc(OC)c3O)ccc21	-2	-3	9	4	12	-2	25*	-2	-3	-1
O=C1[C@H]2[C@@H](c3ccc(C(F)(F)F)cc3)N[C@]3(CCCN(CC4CCCCC4)C3=O)[C@H]2C(=O)N1Cc1ccccc1	5	2	-7	0	-25	-1	4	2	-6	-1
O=C(COC(=O)CNC(=O)c1ccccc1Cl)Nc1cc(C(F)(F)F)ccc1Cl	-2	-4	1	7	-10	3	-3	-3	-9	0
CCN(Cc1ccccc1)c1cc2c(c3c1ccn3C)C1CCC2O1 (stereo unspecified)	-1	3	8	-4	nt	13*	8	4	13	2
O=C(COC(=O)CCC(=O)c1cccs1)Nc1cccc(F)c1	5	-4	7	-2	4	-2	-3	0	2	6
C/C(=N/NC(=O)CNC(=O)C1COc2ccccc2O1)c1cccc(O)c1 (stereo unspecified)	-13	2	6	3	3	-1	-7	-1	-4	6
Cc1cc(C)cc(NC(=O)CSc2nccn2Cc2ccco2)c1	-15	-6	-10	3	0	1	-5	-5	12	-7
NC(=O)c1ccc[n+](CC(=O)OCCC23CC4CC(CC(C4)C2)C3)c1	2	7	0	-2	7	-5	-4	-2	-4	0
Cc1cc(Br)c(NC(=O)COn2nnc3ccc(S(C)(=O)=O)cc32)c(Br)c1	4	1	0	7	0	2	8	-5	-3	1
O=C(CSc1nc(=O)n2ccccc2n1)N1CCCc2ccccc21	-2	-2	5	4	-4	0	11	2	16	-1
CC(=O)N1N=C(c2ccncc2)OC12CCCCCC2	7	-6	-7	3	9	-3	2	-4	-2	-4
COc1cccc(NC(=O)Cn2c(=O)c3c(ncn3Cc3ccccc3)n(Cc3ccccc3)c2=O)c1	9	10	-8	0	-8	1	6	0	0	1
Cc1ccc(CONC(=O)/N=C/N(C)C)cc1	3	-1	-2	2	3	2	-3	-3	7	2
CC(=O)N1CCN(S(=O)(=O)c2cccc(C(=O)Nc3ccc(C)cn3)c2)CC1	1	-1	-6	8	7	6	-4	-4	-4	3
COc1cc(C2C(Oc3ccccc3C)C(=O)N2Cc2ccc(F)cc2)cc(OC)c1OC (stereo unspecified)	-8	-7	-3	1	-6	4	7	0	0	0
Cc1cn(C2C=CC(CO)O2)c(=O)[nH]c1=O (stereo unspecified)	4	-3	-7	-1	0	1	8	-3	9	0
O=C(Nc1nnc(CCc2ccccc2)s1)c1ccccc1	-2	0	-2	-2	-3	-3	-6	0	1	6
COc1cccc(/C(C)=N/NS(=O)(=O)c2ccc(Cl)cc2)c1	-1	6	-7	2	-3	-4	-4	7	3	-1
CCN(CC(=O)N1CCN(C)CC1)S(=O)(=O)c1ccc(Cl)cc1	0	-6	1	8	4	-6	-1	0	-3	-8
O=C1c2cc(S(=O)(=O)NCCCO)ccc2-c2ccc(S(=O)(=O)NCCCO)cc21	2	8	-6	-2	-6	1	-7	3	1	-6
O=C(NCCO)c1cc2c([nH]c3ccccc32)c(-c2ccc(F)cc2)n1	26	9	-12	3	-44	5	-9	-3	12	0
O=C(C1CCCN1S(=O)(=O)c1cccc2cccnc12)N1CCN(c2ccccc2)CC1 (stereo unspecified)	-2	7	1	5	-7	3	1	-1	-1	-6

Reprinted at random: 4 entries already listed, in no set order.
SMILES	NPR2 activator	rCAG RNA binder	mABHD4 FP	TCR-CD3 inh	HTRA1 inhibitor	LEDGF integ inh	SIAE inh	PRMT1 inh	TDP2 inh	MBD2 DNA inh
O=C(Nc1nnc(CCc2ccccc2)s1)c1ccccc1	-2	0	-2	-2	-3	-3	-6	0	1	6
CCN(CC(=O)N1CCN(C)CC1)S(=O)(=O)c1ccc(Cl)cc1	0	-6	1	8	4	-6	-1	0	-3	-8
O=C1c2cc(S(=O)(=O)NCCCO)ccc2-c2ccc(S(=O)(=O)NCCCO)cc21	2	8	-6	-2	-6	1	-7	3	1	-6
CC(=O)N1CCN(S(=O)(=O)c2cccc(C(=O)Nc3ccc(C)cn3)c2)CC1	1	-1	-6	8	7	6	-4	-4	-4	3

Carrying on.
SMILES	NPR2 activator	rCAG RNA binder	mABHD4 FP	TCR-CD3 inh	HTRA1 inhibitor	LEDGF integ inh	SIAE inh	PRMT1 inh	TDP2 inh	MBD2 DNA inh
COc1ccccc1NC(=O)COC(=O)c1ccc([N+](=O)[O-])s1	-1	0	-1	-3	33	17*	-6	8	32*	5
CCOC(=O)CSc1nc(C)[nH]c1[N+](=O)[O-]	6	-1	1	-3	-1	-6	-1	2	-6	0
COc1cc(-c2cnc3c(NC=O)cc(-c4ccccc4)cn23)cc(OC)c1OC	-1	9	1	-2	nt	3	5	0	-6	1
CCOC(=O)Nc1ccc2c(c1)N(C(=O)CN(CC)CC)c1ccccc1CC2	-2	-12	1	-5	2	-2	4	-3	1	-2
CN(CC(=O)Nc1cccc2c1CCCC2)S(=O)(=O)c1ccc(Cl)cc1	-2	-3	0	8	-3	-6	-5	3	-6	4
Cc1nn2c(=O)c(NC(=O)c3ccc(Cl)cc3)cnc2s1	-2	-2	6	-7	-7	-4	-6	6	2	-3
COc1ccc(CNC(=O)COC(=O)CC2CC3CCC2C3)cc1OC (stereo unspecified)	-1	-6	-4	3	12	-2	2	-1	-7	-4
CC(NC(=O)C(C(=O)c1cccc([N+](=O)[O-])c1)n1cc(Cl)ccc1=O)c1ccccc1 (stereo unspecified)	1	2	-1	-2	-2	-2	-6	7	-4	9
O=C(NC1=N[C@@]2(C=C3CCCCC3n3c(=O)n(-c4ccccc4)c(=O)n32)[C@H](Cc2ccccc2)N1Cc1ccccc1)c1ccccc1 (stereo partly specified)	3	56*	20	nt	nt	2	9	1	1	-6
CN1CCCCC(NC(=O)c2cccs2)C1=O (stereo unspecified)	0	2	0	-2	nt	0	-3	3	2	-2
Cc1ccccc1/C=N/NC(=O)Cn1cnc([N+](=O)[O-])n1	4	-1	7	-4	1	0	4	1	1	1
CCCC1CCC2(CC1)CCC2OC(=O)Nc1cc(C)cc(C)c1 (stereo unspecified)	0	nt	-9	nt	nt	2	-2	0	4	-6
CC(=O)N1c2c(cc(Br)cc2S(=O)(=O)N2CCN(c3ccccc3F)CC2)CC1C (stereo unspecified)	5	1	-9	4	-27	4	10	-3	4	0
COc1ccc2[nH]c(C(=O)O)c(CCNC(C)=O)c2c1	-2	-1	2	-6	0	0	3	-2	-9	-1
COc1cc(OC)cc(C(=O)NC(C(=O)O)C23CC4CC(CC(C4)C2)C3)c1 (stereo unspecified)	0	23	-5	-7	-3	0	2	6	2	2
CCCCc1cc(=O)oc2cc(C)cc(OCC(=O)N3CCC(C(=O)O)(c4ccccc4)CC3)c12	-13	5	4	4	-14	-1	-4	1	6	0
CN(Cc1ccccc1)c1ccc(C(CC(N)=O)NC(=O)c2ccc(Br)cc2)cc1[N+](=O)[O-] (stereo unspecified)	5	9	-17	2	-40	-1	-10	1	-23	-2
O=C(CCSCCC(=O)NN=Cc1ccc(F)cc1)NN=Cc1ccc(F)cc1	-10	2	-4	2	-12	2	0	-4	-18	-4

The list is partial, so the mix of outcomes need not match the whole.
